Compound activity (PubChem)
M. tuberculosis GlmU: inhibition of mycobacterial GlmU enzyme – biochemical, glucosamine-1-phosphate acetyltransferase (AID 1376); inhibition, %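 (tested at 30 µM in the primary screen)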, or IC50 in µM where a hit was titrated; M. tuberculosis GlmU acetyltransferase enzyme assay; higher % means a stronger effect; actives 0.25% (n = 220,000); in the data active = inhibition above about 13%;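 note: 0% = complete reaction with vehicle and 100% = reaction without substrate; strong numbers were not always called active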
Mtb RmlCD inh: M. tuberculosis RmlC/RmlD inhibition. inhibition, % at 3.6 µM. actives 0.03% (n = 160,000). RmlC+RmlD coupled enzyme assay, percent inhibition; primary screen in compound mixtures; in the data active = inhibition mostly above about 34%, no sharp cut-off; note: some results filed as inactive read as strong as hits
Target sequence (P9WH09 whole entry, looked up): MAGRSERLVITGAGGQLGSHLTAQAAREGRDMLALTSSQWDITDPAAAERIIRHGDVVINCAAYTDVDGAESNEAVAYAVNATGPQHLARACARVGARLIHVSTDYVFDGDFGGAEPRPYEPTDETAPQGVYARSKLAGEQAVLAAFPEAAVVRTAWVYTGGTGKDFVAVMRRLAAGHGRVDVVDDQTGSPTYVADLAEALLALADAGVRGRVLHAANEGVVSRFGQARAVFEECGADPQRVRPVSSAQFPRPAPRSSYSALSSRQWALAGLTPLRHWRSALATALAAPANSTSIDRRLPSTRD
Target sequence (P9WH11 whole entry, looked up): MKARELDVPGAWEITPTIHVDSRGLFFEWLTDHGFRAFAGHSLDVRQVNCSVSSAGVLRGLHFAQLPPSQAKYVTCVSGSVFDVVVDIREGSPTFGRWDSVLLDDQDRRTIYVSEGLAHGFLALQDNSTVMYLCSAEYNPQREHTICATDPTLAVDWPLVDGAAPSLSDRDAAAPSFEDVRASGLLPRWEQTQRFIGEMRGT
* = called active by the depositor; x = not tested or not shown. Only part of the results is shown; count on the stated rates, not on these rows.

SMILES	M. tuberculosis GlmU	Mtb RmlCD inh
CCOCCCNC(=O)C(c1ccc(Cl)cc1)N1CCC2(CC1)OCCO2 (stereo not drawn)	3.3%	12.2
C/C=C1\COC(C(=O)NCCCN2CCCC2=O)(C(F)(F)F)C=C1C=C(C)C (stereo not drawn)	-4.5%	x
Cc1ccccc1NC(=O)CSc1nc(N)c2c3c(sc2n1)CSC(C)(C)C3	-1.6%	-12.6
COc1ccc(S(=O)(=O)N2CCCC2)cc1C(C)C	-3.4%	4.5
FC(F)Oc1ccc(NC(=S)NCc2ccccc2)cc1Cl	2.4%	x
O=C(CSc1cccc2cccnc12)OCC(=O)c1ccccc1	1.2%	x
CN(Cc1ccccc1)c1ccc([N+](=O)[O-])cc1C(=O)O	1.9%	x
Cc1ccccc1Cc1c(C)nc2ncnn2c1C	3.9%	11.0
O=C(Cc1ccccc1)NNc1c2ccccc2nc2ccccc12	-0.2%	-2.1
O=C(NCc1ccco1)NC12CC3CC(CC(C3)C1)C2	4.0%	x
Cc1ccc(NC(=O)c2ccc(S(=O)(=O)N3CCOCC3)cc2)nc1	4.4%	-5.0
CCC(CC)NC(=O)c1cc(OC)c(OC)cc1[N+](=O)[O-]	-3.1%	0.3
C=CCNC(=O)CN1CCC(n2c(C)nc3cc(C(F)(F)F)ccc32)CC1	-4.5%	x
CCN(Cc1ccccc1)S(=O)(=O)c1cc(C(=O)O)ccc1OC	-2.1%	-8.3
COc1cccc(C2NC(=O)NC(C)=C2C(=O)Nc2ccc(C)cc2)c1 (stereo not drawn)	1.6%	3.2
Cc1[nH]c(=O)c(C#N)c(C)c1Cl	-8.3%	x
CCn1c([N+](=O)[O-])nc2c1c(=O)[nH]c(=O)n2C	4.5%	-5.8
CCCCCOc1ccc(CSc2ncn[nH]2)cc1	3.9%	x
Brc1cnc(N2CCCCC2)nc1N1CCOCC1	0.5%	x
CC(C)C(C(=O)Nc1nccs1)c1ccccc1 (stereo not drawn)	-3.8%	-5.3
C=CCC1(C(=O)N(C)Cc2ccccc2)CCN(C(=O)OC(C)(C)C)CC1	4.3%	x
CC1CCc2cc(F)ccc2N1C(=O)CSc1nnc2c3cc(F)ccc3n(C)c2n1 (stereo not drawn)	-6.2%	-1.6
CC(=O)c1ccc(NC(=S)Nc2ccn(Cc3ccc(Br)cc3)n2)cc1	-2.5%	18.3
Nc1nnc(-c2ccc(Cl)c(Cl)c2)s1	-0.1%	4.9
O=C(CCCc1nc(-c2ccccc2Cl)no1)NCc1cccnc1	4.6%	-3.0
N#Cc1c2c(c(Nc3ccccc3)n3c1nc1ccccc13)CCC2	1.5%	7.3
COc1ccc(CSc2nnc(C)n2N)cc1Br	-0.9%	x
COc1ccc(-c2nc(CNS(=O)(=O)c3ccc(OC)c(OC)c3)cs2)cc1	3.6%	4.1
CC1CN(S(=O)(=O)c2cccc(C(=O)Nc3ccc4c(c3)CCC4)c2)CC(C)O1 (stereo not drawn)	-2.0%	5.2
O=C(NC1CCCCC1)c1cccs1	2.3%	9.3
O=C(NCCc1ccc(F)cc1)C1CCCCC1	1.6%	13.6
COC(=O)c1ccccc1NC(=O)COc1ccccc1	4.8%	101.3
COc1ccc(CC(=O)N2CCN(c3ccccn3)CC2)cc1	3.5%	x
Cc1ccc(-c2nc3ncccc3o2)cc1NC(=O)CC(C)C	-5.0%	x
COc1ccc(C)cc1NC(=O)C(OC(=O)CNC(=O)c1cc(C)cc(C)c1)c1ccccc1 (stereo not drawn)	5.3%	12.4
O=C(N/N=C1\CCc2ccccc21)c1ccccc1O	1.9%	-4.9
CCCC(=O)C1C(=O)CC(C)(C)C(c2cc(C)no2)C1=O (stereo not drawn)	0.2%	-2.0
N#Cc1cc(N)ccc1Sc1ccccc1	3.8%	11.1
Cc1ccc(S(=O)(=O)NCCc2nnc3ccc(SCc4cccnc4)nn23)cc1	2.6%	-2.6
CCOC(=O)C(=CNc1cc(C)ccc1-n1cccc1)C(=O)OCC	-3.6%	1.3
N#Cc1cc2cc3c(cc2nc1NCCNC(=S)NCCCN1CCOCC1)OCO3	-4.2%	x
CCn1c(CCC(=O)Nc2cc(F)ccc2C)nc2cc(S(=O)(=O)N(C)C)ccc21	-1.8%	2.5
Cn1cccc1CNC(=S)Nc1ccccc1Cl	-1.1%	x
Cc1cc(C(=O)Cn2nc(C(=O)O)c3ccccc3c2=O)c(C)n1C1CC1	-2.5%	1.1
Fc1ccc(CSc2nncn2NC/C=C/c2ccccc2)cc1	-2.5%	12.0

Shown field by field: part of the list above
compound: Cc1ccc(NC(=O)c2ccc(S(=O)(=O)N3CCOCC3)cc2)nc1
  M. tuberculosis GlmU: 4.4%; Mtb RmlCD inh: -5.0
compound: CC1CN(S(=O)(=O)c2cccc(C(=O)Nc3ccc4c(c3)CCC4)c2)CC(C)O1 (stereo not drawn)
  M. tuberculosis GlmU: -2.0%; Mtb RmlCD inh: 5.2
compound: O=C(NC1CCCCC1)c1cccs1
  M. tuberculosis GlmU: 2.3%; Mtb RmlCD inh: 9.3

Other records follow:
SMILES	M. tuberculosis GlmU	Mtb RmlCD inh
O=C(O)/C=C/C(=O)Nc1ccc(-n2ccc(C(F)(F)F)n2)cc1	1.8%	-9.0
CCc1ccc(CN(C)CC(=O)Nc2sccc2C#N)cc1	0.6%	2.0
CCOC(=O)N1CCN(CC(O)COc2ccccc2C(C)CC)CC1 (stereo not drawn)	-1.3%	-1.1
CC(C)c1ccc2oc(-c3ccc(NC(=O)c4ncn[nH]4)cc3)nc2c1	-1.2%	-2.9
CC(C)(C)c1ccc(CS(=O)CC(O)CO)cc1 (stereo not drawn)	1.1%	5.4
CN(C)S(=O)(=O)c1ccc(C(=O)NC(=O)CSc2ccccc2)cc1	3.4%	x
Nc1ccc2nc(CCCCCCc3nc4ccc(N)cc4[nH]3)[nH]c2c1	-0.7%	-13.4
Cc1ccc(/C(O)=C2/C(=O)C(=O)N(CCN3CCOCC3)C2c2cccs2)cc1 (stereo not drawn)	x	-1.1
Cc1nnc(SCC(=O)Nc2ccc(Cl)cn2)s1	0.7%	-8.9
O=C(CN1CCCC1)Nc1ccc(Br)cc1	-0.8%	4.1
CCN1C(=O)c2cccc3cccc1c23	-2.8%	21.1
Cc1ccc(NC(=O)C(c2ccc(Cl)cc2Cl)N2CCCC2)cc1 (stereo not drawn)	2.1%	-10.9
Nc1nc(N2CCN(Cc3ccccc3)CC2)n[nH]1	-5.4%	3.4
COC(=O)COC(=O)c1ccc(O)cc1	-4.7%	x
CC(=O)/C(=N/Nc1ccc(Br)cc1)Sc1cccc2cccnc12	-4.9%	1.2

Single records, as listed above.
CC(C)(C)c1ccc(CS(=O)CC(O)CO)cc1 (stereo not drawn) is listed with M. tuberculosis GlmU = 1.1%; Mtb RmlCD inh = 5.4
Nc1nc(N2CCN(Cc3ccccc3)CC2)n[nH]1 is listed with M. tuberculosis GlmU = -5.4%; Mtb RmlCD inh = 3.4

(further entries)
SMILES	M. tuberculosis GlmU	Mtb RmlCD inh
O=C(CN1CCC(n2cnc3cc(F)ccc32)CC1)Nc1ccccc1Br	7.2%	-1.8
COc1ccc(Cl)cc1NC(=O)c1cccc(NC(=O)CCC(=O)O)c1	-5.1%	5.2
CCn1c(=O)n(CC(=O)N2CC(C)CC(C)C2)c(=O)c2ccccc21 (stereo not drawn)	-0.4%	x
COC(=O)Cn1c(=NC(=O)CSC(C)=O)sc2ccccc21	4.5%	-0.6
Cc1cc(C(=O)OCC(=O)N2CCOCC2)c2ccccc2n1	2.5%	x
COc1ccc(NC(=S)NCCN2CCOCC2)cc1	6.7%	-6.7
CN(C)C(=O)c1ccccc1-c1ccccc1	2.5%	x
CC(C)NC(=O)C1(c2ccccc2)CC1(Cl)Cl (stereo not drawn)	1.8%	-5.5
CCOC(=O)C1=C(C)Nc2ccccc2N=C1NC(=O)Cc1ccc(OC)cc1	1.4%	6.1
COc1cccc(CN(CC2CCCO2)S(=O)(=O)c2ccc(S(=O)(=O)N(C)C)cc2)c1 (stereo not drawn)	0.1%	-1.1
CCOc1ccc(NC(=O)c2c(C)nn(Cc3ccccc3)c2Cl)cc1	-2.0%	2.4
CCOc1ccccc1Nc1nc(N)nc(CN2CCCCC2C)n1 (stereo not drawn)	0.6%	-8.9
CCOc1cc(C2CC(=O)NC3=C2C(=O)C(C(=O)OC)C(C)C3)cc(Br)c1O (stereo not drawn)	1.1%	2.4
CCCCCCCCCCCCN1[C@@H](CC(=O)OC)c2cc(C(F)(F)F)ccc2S1(=O)=O	-2.4%	x
COc1cccc(CNC(=O)C2CCCN(c3nn4c(=O)cc(C)nc4s3)C2)c1 (stereo not drawn)	-3.5%	-4.9

Random excerpt: 6 entries already listed.
SMILES	M. tuberculosis GlmU	Mtb RmlCD inh
CC(C)NC(=O)C1(c2ccccc2)CC1(Cl)Cl (stereo not drawn)	1.8%	-5.5
CCOc1ccccc1Nc1nc(N)nc(CN2CCCCC2C)n1 (stereo not drawn)	0.6%	-8.9
CCOC(=O)C1=C(C)Nc2ccccc2N=C1NC(=O)Cc1ccc(OC)cc1	1.4%	6.1
COc1ccc(Cl)cc1NC(=O)c1cccc(NC(=O)CCC(=O)O)c1	-5.1%	5.2
COC(=O)Cn1c(=NC(=O)CSC(C)=O)sc2ccccc21	4.5%	-0.6
Cc1cc(C(=O)OCC(=O)N2CCOCC2)c2ccccc2n1	2.5%	x

Next part.
SMILES	M. tuberculosis GlmU	Mtb RmlCD inh
COC(=O)[C@@H]1C[C@H]2CC[C@H](O)C[C@H]2N1Cc1ccc(N2CCN(C)CC2)cc1	1.2%	x
CC(C)CN(CC(C)C)C(=O)CCCC(=O)N(CC(C)C)CC(C)C	-4.5%	x
O=c1c(Cl)c(NCc2ccccc2Cl)cnn1C12CC3CC(CC(C3)C1)C2	4.0%	5.9
COCCn1nnnc1C(c1cccs1)N1CCCC(C)C1 (stereo not drawn)	-4.7%	x
CCn1c(SCc2nc3ccccc3[nH]2)nnc1-c1ccc(OC)cc1	-0.4%	21.8
CCC/C(=N\NC(=O)Cc1csc(N2CCOCC2)n1)c1ccccc1	-2.8%	-5.0
O=C(NCC(c1cccnc1)N1CCOCC1)NC1CCCCC1 (stereo not drawn)	2.0%	3.2
COc1ccc(NC(=O)C(=O)N/N=C/c2cccnc2)c(OC)c1	-2.7%	-7.4
COCCNC(=O)Cn1cc(C(=O)c2cccs2)c2ccccc21	2.5%	x
CC(=O)N1c2ccccc2C2(O)N=C(C)SC12 (stereo not drawn)	2.5%	-5.9
COc1ccc(CNC(=O)CSc2nnc(-c3cccnc3)n2N)cc1	6.6%	10.5
CCN1CN(CCc2ccccc2)CNC1=S	-0.3%	x
CSc1nc(N)nc(SCC(=O)CC(=O)OC(C)C)c1C#N	-2.5%	x
CC(C)N(C(=O)CN1C(=O)NC2(CCCCCC2)C1=O)C(C)C	1.1%	x
COc1ccc(OC)c(NC(=O)c2cc3c(Cl)nc4ccccc4c3s2)c1	-8.8%	-1.3
Fc1ccc(NC(=S)Nc2nccs2)cc1	2.7%	4.4
CCC1C(=O)Nc2ccccc2N1C(=O)c1ccc(Cl)nc1 (stereo not drawn)	-0.5%	3.5
COC/C=C/C1=CC2=CC(=O)C(C)(OC(=O)c3cnc4ccccc4n3)C(=O)C2=CN1c1cccc(C#N)c1 (stereo not drawn)	3.4%	x
CSc1ccccc1NC(=O)Nc1ccccc1Cl	-0.1%	48.7
COc1ccc(NC(=O)c2nc(C)c(C3(C)CC(c4ccccc4)=NO3)s2)cc1 (stereo not drawn)	2.0%	x
O=C(NCCc1ccc2c(c1)OCCO2)c1ccccc1F	-7.6%	8.2
Cc1cc(C)c2cc3c(N)c(C(=O)N4CCc5ccccc5C4)sc3nc2c1	0.8%	37.4
CCc1nc(SCC(=O)Nc2nc3c(s2)CCCC3)c2ccccc2n1	-0.2%	-5.3
CN1CC(c2ccccn2)C2(SC(=S)N(Cc3ccccc3)C2=O)C12C(=O)Nc1ccccc12 (stereo not drawn)	-1.4%	14.5
N#Cc1nc(-c2ccccc2)oc1NCc1ccco1	3.0%	-7.0
O=C(O)CCS(=O)(=O)c1ccccc1Cl	-2.5%	-12.8
CC(=O)C[C@H]1c2ccccc2S(=O)(=O)N1C1CCCC1	-6.3%	x
Cn1c(=O)c(C(=O)CCl)c(N)n(Cc2ccccc2)c1=O	-0.2%	x
COc1ccc(CNC(=O)c2ccc(SC)cc2OC)cc1	6.1%	4.3
O=P(c1ccccc1)(c1ccccc1)c1nc(-c2ccccc2)oc1NCc1ccccc1	-6.4%	8.3
CC(=O)Nc1ccc(N(C)C)cc1[N+](=O)[O-]	2.2%	x
CC1CC(C)(C)NC(=S)N1CC(=O)NCc1ccc(F)cc1 (stereo not drawn)	2.2%	-1.2
CN1CCN(Cc2ccc(OCc3ccccc3)cc2)CC1	-2.0%	x
COc1cc2[nH]c(=S)n(CCCN3CCOCC3)c(=O)c2cc1OC	2.7%	-3.1
COc1cccc(OCC(=O)Nc2ccccc2-c2ccccc2)c1	1.0%	-10.6
Cc1ccc(N2NC(=O)/C(=C/C=C/c3ccco3)C2=O)cc1C	0.7%	-1.8
O=c1sc(Nc2ccccc2)nc2ccccc12	4.0%	9.6
Cc1ccc(CCCOC(=O)C[N+]2(C)CCCCC2)cc1	0.1%	x
O=C(O)c1ccc(NC(=O)C2C3CCC(C3)C2C(=O)O)cc1 (stereo not drawn)	-1.0%	-7.8
COc1ccc(OCC(O)CNC(=O)c2ccc(C)cc2)cc1 (stereo not drawn)	-4.2%	-2.6
COc1cc2c(cc1OC)C1C/C(=N\O)C(CC(C)C)CN1CC2 (stereo not drawn)	0.4%	-11.7
O=C(Nc1cccc(C(F)(F)F)c1)C(SCCO)c1ccccc1 (stereo not drawn)	-0.5%	8.8
COc1ccc(C(=O)NC(NC(=O)c2ccc(OC)c(OC)c2)c2ccccc2F)cc1OC	-3.1%	x
COc1cc(/C=C/C(=O)O)cc(S(=O)(=O)Nc2cccc(SC)c2)c1OC	2.8%	1.6
Cc1cc(S(=O)(=O)NCC(C)C)ccc1OCC(=O)NCc1ccco1	-0.4%	x
c1ccc(Cc2nc(-c3ccccn3)no2)cc1	5.3%	9.6
